Screens from PubChem BioAssay.
BAP1 inh – inhibitors of BAP1 deubiquitinase, primary screen, biochemical, Ub-AMC fluorescence, kinetic. activity remaining (% of control), % at 20 µM. recombinant BAP1, Ub-AMC hydrolysis fluorescence kinetic; hits give low values. AID 436, 2006. 0.48% of 72,000 active. Ubiquitin carboxyl-terminal hydrolase BAP1 (Homo sapiens), Q92560;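 active = activity remaining at or below 50% of control, provided the compound also passes the data quality filters; inactive = the rest, including low values that fail the filters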;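 note: 100% = DMSO wells rate and 0% = substrate alone blank rate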
Target sequence (Q92560 whole entry, looked up): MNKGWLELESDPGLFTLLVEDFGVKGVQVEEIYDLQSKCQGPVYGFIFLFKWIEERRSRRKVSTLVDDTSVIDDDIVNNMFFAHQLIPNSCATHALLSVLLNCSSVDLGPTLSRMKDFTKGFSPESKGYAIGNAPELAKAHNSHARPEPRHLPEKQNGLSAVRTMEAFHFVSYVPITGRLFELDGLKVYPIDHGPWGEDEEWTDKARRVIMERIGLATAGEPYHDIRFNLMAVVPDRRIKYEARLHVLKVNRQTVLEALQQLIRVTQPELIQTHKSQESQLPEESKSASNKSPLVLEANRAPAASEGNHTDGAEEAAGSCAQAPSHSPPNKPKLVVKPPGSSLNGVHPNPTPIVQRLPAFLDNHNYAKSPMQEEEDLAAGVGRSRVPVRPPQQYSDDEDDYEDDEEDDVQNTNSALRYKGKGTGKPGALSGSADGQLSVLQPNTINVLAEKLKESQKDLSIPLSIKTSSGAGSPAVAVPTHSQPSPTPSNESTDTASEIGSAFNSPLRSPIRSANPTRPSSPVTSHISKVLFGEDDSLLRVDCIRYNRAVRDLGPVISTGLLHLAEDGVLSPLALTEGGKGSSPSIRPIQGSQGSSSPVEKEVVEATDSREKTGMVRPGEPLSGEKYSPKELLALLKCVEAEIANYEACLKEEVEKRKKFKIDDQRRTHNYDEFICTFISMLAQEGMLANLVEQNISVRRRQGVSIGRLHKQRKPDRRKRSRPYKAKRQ
HePTP inh – inhibitors of human HePTP phosphatase, primary screen, biochemical, absorbance, leukemia target; Tyrosine-protein phosphatase non-receptor type 7 (Homo sapiens), P35236; recombinant HePTP phosphatase activity, OD absorbance; inhibition, % at 20 µM; 0.64% of 110,000 active; in the data active = inhibition above about 50%;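 note: plate controls were vehicle for no effect and reference inhibitor for full effect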
Target sequence (P35236 whole entry, looked up): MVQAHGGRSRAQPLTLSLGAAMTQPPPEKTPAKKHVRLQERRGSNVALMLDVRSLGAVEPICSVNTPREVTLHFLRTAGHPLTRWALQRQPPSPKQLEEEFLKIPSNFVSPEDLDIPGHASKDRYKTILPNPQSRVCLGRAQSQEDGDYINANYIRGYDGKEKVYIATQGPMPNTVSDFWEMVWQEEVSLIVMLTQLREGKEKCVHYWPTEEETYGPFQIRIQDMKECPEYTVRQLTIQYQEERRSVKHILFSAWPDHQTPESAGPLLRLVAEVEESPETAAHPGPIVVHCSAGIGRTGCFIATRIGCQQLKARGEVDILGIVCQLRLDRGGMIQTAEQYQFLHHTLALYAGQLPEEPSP
An asterisk follows results filed as active; / = not tested or not shown; & = joins results of further samples.

SMILES	BAP1 inh	HePTP inh
Cn1cccc1CN1CCN(Cc2cc(Br)ccc2O)CC1	/	9
Cc1cc2nc(C)n(CCCN)c2cc1C	103	5
COc1ccc(C2(CNC(=O)/C=C/c3ccccc3)CCCC2)cc1OC	/	-6
C=CCNC(=O)CN(c1ccc(OC)cc1)S(=O)(=O)c1ccccc1	/	7
COCCCn1cnc2oc3nc4ccccc4nc3c2c1=O	/	4
CCCCNC(=O)c1ccccc1C(=O)NCCCC	75	7
COc1ccc(OC)c(CCNC(=O)CN2C(=O)CC(C)(C)S(=O)(=O)c3ccccc32)c1	89	-11
COc1ccc(CC(=O)NCc2cn3ccsc3n2)cc1	87	3
COc1ccc(OC)c(NC(=O)C2CCCC2)c1	113	4
COc1cc(/C=C2\C(=O)NC(=O)N(c3ccc(Cl)cc3)C2=O)ccc1O	/	3
Nc1nnc(SCc2ccccc2F)s1	/	-13
O=C(c1ccc(Br)o1)N1CCN(C/C=C/c2ccccc2)CC1	121	8
CC1=C(C)CC(C(=O)c2ccccc2)C(C(=O)O)C1 (centres undefined)	100	11
N/C(=N\OC(=O)COc1ccc2ccccc2c1)c1ccncc1	/	7
COc1ccc(/C=C2\SC(=O)N(CC(=O)Nc3ccc(C)cc3C)C2=O)cc1	/	11
N/C(=N\OC(=O)c1ccccc1Br)c1cccnc1	/	-11
CCOC(=O)CCNCC1COc2ccccc2O1 (centres undefined)	109	-10
CCCn1c(=NC(=O)c2ccncc2)c(C#N)cc2c(=O)n3cccc(C)c3nc21	89	23
CCn1cc(S(=O)(=O)CC(=O)Nc2ccc(C)cc2)c2ccccc21	/	6
COc1ccccc1CC1(C)NC(=O)N(CC(=O)N2CCc3ccccc3C2)C1=O (centres undefined)	97	2
CC1=C(C(=O)Nc2ccccc2Cl)C(c2cccc(Cl)c2)NC(=O)N1 (centres undefined)	/	-2
COc1ccc(/C=C(\C#N)C(=O)NC(=O)Nc2cccc(Cl)c2)cc1	/	-12
O=C1c2cccc3cccc(c23)C(=O)N1CCS(=O)(=O)OCC(F)(F)C(F)F	/	4
C[C@]12CC[C@@H]3c4ccc(O[C@@H]5O[C@H](C(=O)O)[C@@H](O)[C@H](O)[C@H]5O)cc4CC[C@H]3[C@@H]1C[C@@H](O)[C@@H]2O	76	6
O=c1c2ccccc2nc2n1-c1ccccc1CCC2	120	5
Additional compounds.
SMILES	BAP1 inh	HePTP inh
Cc1ccc(C)c(S(=O)(=O)Nc2c(C)n(C)n(-c3ccccc3)c2=O)c1	/	-9
CCOC(=O)c1c(NS(=O)(=O)c2cccc(OC)c2)sc2c1CCC2	120	8
Cn1cc(S(=O)(=O)Nc2ccc(F)cc2F)c(=O)n(C)c1=O	96	9
CCCOc1ccc(-c2[nH]ncc2Oc2ccccc2)c(O)c1	68	/
CCOC(=O)N1CCC(NC(=O)c2cc(C)c3c(C)nn(-c4ccccc4)c3n2)CC1	96	5
COc1ccccc1-c1c(C(F)(F)F)oc2c(CN(C)C)c(O)ccc2c1=O	/	4
CC(C)NCC(O)COc1c(F)cc(Br)cc1F (centres undefined)	97	-8
O=C(NC12CC3CC(CC(C3)C1)C2)C1=COCCO1	87	10
O=C(c1cc(F)c(F)cc1Cl)N1CCN(c2ccc([N+](=O)[O-])c3ncccc23)CC1	/	9
Cc1cccc(NC(=S)NNC(=O)c2cccc(C)c2)c1	/	-5
COc1ccc(CC(=O)Nc2cc(C)on2)cc1	85	2
COc1ccc(C(=O)CCN2CCCCCC2)cc1	89	1
CCOc1ccc(S(=O)(=O)N2CCN(Cc3ccccc3)CC2)c2cccnc12	94	2
Cc1cc(C)n(CC2CC(=O)N(c3ccc(F)c(Cl)c3)C2=O)n1 (centres undefined)	97	-7
Cc1cc(NC(=O)c2ccccc2[N+](=O)[O-])ccc1-c1cc2ccccc2oc1=O	/	0
CCc1cccc(C)c1NC(=O)c1c(Cl)ccc(Cl)c1OC	/	7
O=C(Nc1nc(-c2ccc3ccccc3c2)cs1)c1ccccc1	64	/
Cn1c(CCC(=O)Nc2ccc(N3CCOCC3)cc2)nc(=O)c2ccccc21	106	4
COc1cc(NC2c3ccccc3C(=O)N2c2ccc(C)cn2)cc(OC)c1OC (centres undefined)	86	13
NC(=O)C(Cc1c[nH]c2ccccc12)NC(=O)OCc1ccccc1 (centres undefined)	/	-6
O=C(Cc1ccccc1)N1N=C(c2cccc(Br)c2)CC1(O)C(F)(F)F (centres undefined)	/	0
O=C(c1ccco1)N1CCN(C(c2ccccc2Cl)c2nnnn2Cc2ccco2)CC1 (centres undefined)	84	3
CC(=O)N1CCC2(CC1)CC(=O)c1cc(OCC(=O)NCc3ccc(C)cc3)ccc1O2	58	4
Cc1cc(NCCN2CCCCC2)n2c(nc3ccccc32)c1C#N	/	9
COc1ccc(S(=O)(=O)N2CCN(C(=O)Cc3ccccc3)CC2)cc1	/	-7
Next compounds:
SMILES	BAP1 inh	HePTP inh
Cn1c(=O)c2c(-c3ccccc3)n(-c3ccccc3O)cc2n(C)c1=O	110	5
Cc1ccc(OCC(=O)Nc2ccc(S(N)(=O)=O)cc2)c(C)c1	/	-3
CCn1cnc2sc(C(=O)N(Cc3ccc(N(C)C)cc3)Cc3ccco3)c(C)c2c1=O	95	9
Cc1ccc(C(=O)c2ccc(N3CCN(C(=O)c4cccc(F)c4)CC3)c(F)c2)cc1C	/	0
O=C(CCN1C(=O)C2C3C=CC(C3)C2C1=O)Nc1ccc2c(c1)OCO2 (centres undefined)	92	5
Cc1ccc(S(=O)(=O)/N=C2\C=CC(=O)C=C2Cl)cc1	/	19
N#Cc1cc(-c2ccccc2)oc1NC(=O)c1ccco1	74	3
O=C(c1cc(-c2ccncc2)nc2ccccc12)N1CCN(c2ccc(N3CCOCC3)nn2)CC1	101	12
COc1cccc(NC(=O)CN(c2cccc(C(F)(F)F)c2)S(C)(=O)=O)c1	95	5&2
O=C1C2C3CCCC3=C3CCCC3C2C(=O)N1c1ccccc1 (centres undefined)	69	12
Cc1ccnc(N2CCN(c3cc(C)c(C#N)c4nc5ccccc5n34)CC2)c1	84	2
Nc1nc(-c2ccc(Cl)cc2)nn1C(=O)c1cccnc1	103	2
Cc1ccc2c(c1)NC(=O)C(CC(=O)O)O2 (centres undefined)	91	-12
O=c1onc2n1-c1cc(Br)ccc1OC2	92	/
CC1=C(C(=O)NC(C)c2ccc3c(c2)OCCO3)C2(CCC(C)CC2)OC1=O (centres undefined)	89	5
Cc1nc(N2CCN(C(=O)c3ccco3)CC2)c2oc3ccccc3c2n1	/	9
COc1ccc(-c2[nH]nc3c2C(c2ccccc2OC(=O)N2CCOCC2)C(C#N)=C(N)O3)cc1 (centres undefined)	107	15
CCOc1ccc(N(CC(=O)Nc2ccc(C)cc2)S(=O)(=O)c2c(C)noc2C)cc1	63	1
O=C1NCCCc2nc(N3CCOCC3)sc21	/	-14
CCC(C(=O)Nc1nc(-c2ccccc2)c(C)s1)c1ccccc1 (centres undefined)	/	-2
O=C(CSc1nncc2ccccc12)N1CCOCC1	108&90	8
c1cc(-c2nc3cc(Cc4ccc5oc(-c6ccncc6)nc5c4)ccc3o2)ccn1	79	4
Cc1cc(C)cc(NC(=O)CSc2nnc(Cc3cccn3C)n2-c2ccc(F)cc2)c1	77	8
N#CSCCCCOc1ccc(Br)cc1	/	6
CCN1C(=O)/C(=C\c2ccc(O)cc2O)SC1=S	/	1
The list continues.
SMILES	BAP1 inh	HePTP inh
COC(=O)c1ccc(C(=O)OC)c(NC(=O)Nc2ccc3c(c2)OCO3)c1	80	-8
CN1CCN(C(=O)C2CC(c3c(F)cccc3Cl)=NO2)CC1 (centres undefined)	94	5
COc1ccc(-c2cc(C(=O)NCCc3ccccc3)c3ccccc3n2)c(OC)c1	/	26
COc1ccc(C)cc1S(=O)(=O)Nc1ccccc1C	115	3
O=C1c2ccc(Oc3ccc4c(c3)C(=O)N(CCCCO)C4=O)cc2C(=O)N1CCCCO	117	7
O=C(O)CSCC(=O)NCc1ccccc1	122	12
CCOc1ccc(-n2cnnn2)cc1S(=O)(=O)N1CCCCC1	114	9
COc1ccc(Cl)cc1C(=O)CSc1nc(N)cc(N)n1	97	5
Cc1ccc(N2C(=O)C3C(C2=O)N2CCCN2C3c2ccccc2)cc1 (centres undefined)	/	13
CCCCOC(=O)c1sc2nc(N)c(C#N)c(-c3ccc(OC)c(OC)c3)c2c1N	/	-6
CCOC(=O)C1=C(C)N=c2s/c(=C3\C(=O)Nc4ccccc43)c(=O)n2C1c1ccc2c(c1)OCO2 (centres undefined)	/	0
Cc1ccc(-c2nc3cccnc3o2)cc1NC(=O)COc1ccc(C(C)(C)C)cc1	/	-4
O=C(CCCOc1ccc(Cl)cc1)Nc1nncs1	77	-1
COc1ccc(Oc2coc3cc(OCc4ccc(Cl)cc4)ccc3c2=O)cc1	69	/
O=C1OC2C=CC(Br)=CC2=CC1C(=O)N1CCSC1c1ccccc1Cl (centres undefined)	/	0
CS(=O)(=O)N1CCC(C(=O)Nc2ccc(Oc3ccccc3)cc2)CC1	102	8
CCOc1ccc(NC(=O)/C(=C/c2cccs2)NC(=O)c2cccs2)cc1	/	-6
CCCCn1cnc2c(c1=O)c1nc3ccccc3nc1n2Cc1ccc2c(c1)OCO2	667	-18
COc1ccc2nc(NC(=O)c3ccccc3OC)sc2c1	/	-1
COc1cc2c(cc1OC)C1=C(C#N)CN(C3CCCCC3)CN1CC2	78	1
CCC(=O)NC1(C(F)(F)F)C(=O)NC(C)=C1C#N (centres undefined)	102	6
Cc1ccc(NC(=O)CS(=O)CC(=O)N(C2CCCC2)C(C)C(=O)NC2CCCCC2)cc1 (centres undefined)	98	-1
NC(=O)CN1C(=O)c2ccccc2S1(=O)=O	103	/
CC1CCC(n2c(=S)[nH]c3ccccc3c2=O)CC1 (centres undefined)	92	-10
CC(C)Cn1c(SCC(=O)O)nc2c1c(=O)[nH]c(=O)n2C	95	/

Random excerpt: six compounds from above.
SMILES	BAP1 inh	HePTP inh
COc1ccc2nc(NC(=O)c3ccccc3OC)sc2c1	/	-1
O=C(Nc1nc(-c2ccc3ccccc3c2)cs1)c1ccccc1	64	/
N/C(=N\OC(=O)c1ccccc1Br)c1cccnc1	/	-11
Cn1cc(S(=O)(=O)Nc2ccc(F)cc2F)c(=O)n(C)c1=O	96	9
Cc1ccc(OCC(=O)Nc2ccc(S(N)(=O)=O)cc2)c(C)c1	/	-3
CCOC(=O)C1=C(C)N=c2s/c(=C3\C(=O)Nc4ccccc43)c(=O)n2C1c1ccc2c(c1)OCO2 (centres undefined)	/	0

(more compounds)
SMILES	BAP1 inh	HePTP inh
O=C(/C=C/c1ccco1)NC(=S)NCc1ccccc1	/	6
CSc1cc(C)nc(NC(C)=O)n1	104	6
CC(Nc1n[nH]c(=O)[nH]c1=O)C(=O)N/N=C/c1ccccc1Br (centres undefined)	/	4
O=C1C(c2ccccc2)=C(O)c2ccccc21	/	4
O=C(NCCCn1ccnc1)c1ccc(Br)o1	/	10
CCn1c(=O)cc(OCC(=O)NCc2ccc(C)o2)c2ccccc21	121	4
O=S(=O)(Cc1ccc(Cl)cc1)CC(O)COc1ccc(Cl)cc1 (centres undefined)	/	-4
COc1ccc(C(=O)n2c(C)nc3ccccc32)cc1[N+](=O)[O-]	/	8
Cc1ccc2oc(C(F)(F)F)cc(=O)c2c1	/	1
Cn1c(=O)c2c(nc(N3CCOCC3)n2CCSc2nc3ccccc3s2)n(C)c1=O	100	-2
COC(=O)c1cc(-c2ccc(OC)c(OC)c2)on1	94	0
CC1Cc2nc(SCC(=O)Nc3ccc4c(c3)OCO4)n(Cc3ccccc3)c(=O)c2S1 (centres undefined)	53	/
CCCCCCCNc1nc(OC)nc(N2CCCCC2)n1	/	-10
Cc1nn(CC(O)Cn2c3ccc(Cl)cc3c3cc(Cl)ccc32)c(C)c1Br (centres undefined)	82	-14
COc1ccc(/C=C(/NC(=O)c2ccc(C(C)(C)C)cc2)C(=O)N2CCCC2)cc1OC	/	10
C=CCOc1c(I)cc(/C=C2/C(=O)NC(=O)N(c3cccc(C)c3)C2=O)cc1OC	/	-7
CCOC(=O)C1CCN(Cc2ccc(OC)c(C)c2OC)CC1	100	-4
O=C(CSc1nc2ccccc2s1)CSc1nc2ccccc2s1	/	-4
Cc1cc2nncn2c(Cc2ccccc2)n1	129	4
COc1ccccc1NC(=O)C1=C(C)NC(=O)NC1c1ccc(Cl)cc1 (centres undefined)	/	-5
COc1ccc(N2C(=O)CCC(C(=O)NCc3ccccn3)C2c2ccc(OC)c(OC)c2)cc1 (centres undefined)	/	3
COc1ccccc1N1C(=O)C2C(C1=O)C1C=CC2C12CC2 (centres undefined)	/	-2
Cc1cccn2c(=O)c(/C=C3\SC(=S)N(Cc4ccco4)C3=O)c(NCCCn3ccnc3)nc12	/	62*
COc1ccc(C(=O)/C=C/Nc2ccccn2)cc1	/	-19
Cc1ccc(-c2noc(-c3ccccc3C(=O)NCC3CCCO3)n2)cc1 (centres undefined)	102	14
O=C(/C=C\Nc1ccc([N+](=O)[O-])cc1Br)c1ccc2c(c1)OCO2	/	-1
CC(C)(C)OC(=O)N[C@@H](Cc1ccccc1)c1nnc(S(=O)(=O)Cc2ccccc2)o1	110	2

One compound at a time (already shown).
CC1Cc2nc(SCC(=O)Nc3ccc4c(c3)OCO4)n(Cc3ccccc3)c(=O)c2S1 (centres undefined) is listed as BAP1 inh = 53; HePTP inh = /
CC(C)(C)OC(=O)N[C@@H](Cc1ccccc1)c1nnc(S(=O)(=O)Cc2ccccc2)o1 is listed as BAP1 inh = 110; HePTP inh = 2
COc1ccccc1NC(=O)C1=C(C)NC(=O)NC1c1ccc(Cl)cc1 (centres undefined) is listed as BAP1 inh = /; HePTP inh = -5
